Bioassay records from PubChem.
KDM5B inhibitor = Primary screen for KDM5B Histone Demethylases FDH-coupled qHTS. Lysine-specific demethylase 5B (Homo sapiens), Q9UGL1. KDM5B demethylase, FDH-coupled NADH fluorescence (FDH is formaldehyde dehydrogenase). Potency, µM (series often up to 57.7 µM), for the others: at the highest dose activity change, negative = inhibition, hits mostly inhibitors. actives 2.6% (n = 220,000). AID 1347165, 2019; active = well fitted inhibition curve with a large enough effect; inconclusive = small, poorly fitted or top-dose-only effect; inactive = no such curve, though single readings can be large or run the other way; note: 0% is about no effect; nearly all actives have a fitted effect of over 70% in size
Target sequence (Q9UGL1 whole entry, looked up): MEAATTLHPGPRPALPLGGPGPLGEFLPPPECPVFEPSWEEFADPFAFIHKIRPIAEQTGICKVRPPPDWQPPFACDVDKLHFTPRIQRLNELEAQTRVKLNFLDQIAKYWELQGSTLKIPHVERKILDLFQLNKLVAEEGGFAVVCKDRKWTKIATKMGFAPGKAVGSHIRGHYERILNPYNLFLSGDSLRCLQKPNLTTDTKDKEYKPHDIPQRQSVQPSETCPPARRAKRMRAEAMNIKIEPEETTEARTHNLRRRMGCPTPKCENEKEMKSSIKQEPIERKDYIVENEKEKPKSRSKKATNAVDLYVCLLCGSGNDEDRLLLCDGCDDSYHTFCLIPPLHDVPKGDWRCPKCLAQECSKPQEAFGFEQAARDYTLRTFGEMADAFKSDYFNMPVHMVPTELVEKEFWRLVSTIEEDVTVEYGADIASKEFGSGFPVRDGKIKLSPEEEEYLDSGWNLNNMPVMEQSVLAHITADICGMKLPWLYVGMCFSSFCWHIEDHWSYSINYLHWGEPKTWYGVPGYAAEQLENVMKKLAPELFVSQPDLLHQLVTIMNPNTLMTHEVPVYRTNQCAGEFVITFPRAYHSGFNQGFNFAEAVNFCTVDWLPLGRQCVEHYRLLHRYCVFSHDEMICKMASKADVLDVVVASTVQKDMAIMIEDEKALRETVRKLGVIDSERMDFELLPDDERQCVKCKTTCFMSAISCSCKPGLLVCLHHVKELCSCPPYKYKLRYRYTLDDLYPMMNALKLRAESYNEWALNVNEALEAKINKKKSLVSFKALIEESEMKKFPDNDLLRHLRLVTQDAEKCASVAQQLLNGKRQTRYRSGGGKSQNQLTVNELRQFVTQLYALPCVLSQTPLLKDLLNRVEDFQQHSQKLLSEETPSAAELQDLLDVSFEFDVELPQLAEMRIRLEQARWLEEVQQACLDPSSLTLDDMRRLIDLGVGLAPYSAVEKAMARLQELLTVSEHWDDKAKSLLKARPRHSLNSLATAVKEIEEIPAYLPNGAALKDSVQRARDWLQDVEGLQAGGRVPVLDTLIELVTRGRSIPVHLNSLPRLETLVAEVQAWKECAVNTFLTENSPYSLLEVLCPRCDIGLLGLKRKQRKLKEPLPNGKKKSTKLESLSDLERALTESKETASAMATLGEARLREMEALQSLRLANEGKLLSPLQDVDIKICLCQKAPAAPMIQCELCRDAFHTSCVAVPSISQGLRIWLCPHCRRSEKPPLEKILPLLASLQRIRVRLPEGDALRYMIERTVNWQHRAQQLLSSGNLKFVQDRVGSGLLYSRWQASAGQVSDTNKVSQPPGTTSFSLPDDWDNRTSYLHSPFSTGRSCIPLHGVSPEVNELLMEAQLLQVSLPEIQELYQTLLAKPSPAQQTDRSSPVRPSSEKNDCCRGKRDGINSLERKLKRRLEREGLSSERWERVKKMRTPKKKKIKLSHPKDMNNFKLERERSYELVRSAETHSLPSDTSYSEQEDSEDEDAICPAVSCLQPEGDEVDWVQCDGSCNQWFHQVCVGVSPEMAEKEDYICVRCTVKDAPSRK
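Coupled FDH/NAD⁺ fluorescence readout. KDM5BΔAP 200 nM final; compound titration, 10 min RT preincubation; substrate mix 12.5 µM H3K4me3, 25 µM 2-OG, 50 µM Fe(II), 100 µM ascorbate, 0.25 mM NAD⁺, 0.25 U/mL FDH; ΔRFU over 30 min.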
An asterisk follows results filed as active; i = inactive; ? = inconclusive; & = joins results of further samples; [ ] = dose if it differs, or a comment. Potency is the fitted concentration of half-maximal effect. This is a subset, so the mix of outcomes need not match the whole.

SMILES	KDM5B inhibitor
O=C(c1cccnc1)N1CCCC(Cc2nc(C3CCOCC3)no2)C1 (stereo not drawn)	1%
CC1=C(c2ccc(C(C)C)cc2)S(=O)(=O)N=C1N1CCC(C(=O)NCc2ccc(C)o2)CC1	-18%
CCNC(=O)N1CCCC1c1noc(CCC(=O)NC2CC2)n1 (stereo not drawn)	16%
CC(C)(C)CC(=O)N[C@H]1CO[C@H]2[C@@H]1OC[C@H]2OCC(N)=O	11%[86.2 µM]
CCc1nc(CC)n2ccn(Cc3ccc(OC)cc3)c(=O)c12	5%
CCn1nc(NC(=O)CC(C)C)c2cc3ccc(C)cc3nc21	83%[activator]
CCN(CC)C(=S)Nc1ccc(C(=O)O)cc1	9%
O=C(NC1CCCCC1)N1CCCCCC1c1nc(-c2ccncc2)no1 (stereo not drawn)	19%
CCOc1ccc(NC(=O)Cn2ccn3nc(-c4ccc(F)cc4)c(CO)c3c2=O)cc1	?
Cc1c(C(=O)N(Cc2ccc(N(C)C)cc2)Cc2ccco2)oc2cc(Br)ccc12	-7%
COc1ccc(CN2C(=O)CO[C@H](c3ccc(NC(=O)c4ccccc4C)cc3)[C@H]2CO)cc1	0%
CCC(=O)NC1CC(=O)N(c2ccc3c(c2)OCCO3)C1 (stereo not drawn)	-26%
Cc1ccc(NC(=O)Cc2csc(C)n2)c(C)c1	-3%
S=c1[nH]nc2nnc3ccccc3n12	-24%
CCOC(=O)Nc1ccc(C(=O)/C=C/c2ccccc2)cc1	14%
COc1ccc(-c2csc(NC3OC(=O)c4c3ccc(OC)c4OC)n2)cc1OC (stereo not drawn)	11%
O=C(c1ccccc1F)N1CCn2c(nnc2-c2cccnc2)C1	24%[149 µM]
CC1(C)CNC(=O)c2sc(NC(=O)c3ccccc3)nc2C1	?
CC(=O)N1CC2(CCCN(Cc3cccc(C(N)=O)c3)C2)Cc2ccccc21 (stereo not drawn)	13%[115 µM]
COC(=O)C1=C(CS(=O)(=O)c2ccc(C(C)(C)C)cc2)NC(=O)NC1c1ccc(O)cc1 (stereo not drawn)	18%

Four compounds picked at random from those above, as already listed:
SMILES	KDM5B inhibitor
CCN(CC)C(=S)Nc1ccc(C(=O)O)cc1	9%
COC(=O)C1=C(CS(=O)(=O)c2ccc(C(C)(C)C)cc2)NC(=O)NC1c1ccc(O)cc1 (stereo not drawn)	18%
S=c1[nH]nc2nnc3ccccc3n12	-24%
COc1ccc(-c2csc(NC3OC(=O)c4c3ccc(OC)c4OC)n2)cc1OC (stereo not drawn)	11%

The results go on:
SMILES	KDM5B inhibitor
Cc1ccc2c(c1)C1CC(c3ccccc3Cl)=NN1C1(CCN(S(C)(=O)=O)CC1)O2 (stereo not drawn)	1%
O=C(c1sc2cc(Cl)ccc2c1Cl)N(Cc1ccccc1)C1CCS(=O)(=O)C1 (stereo not drawn)	-1%
COc1cc(=O)n2c(c1C(=O)NCc1ccc(Cl)cc1)CCCC2	-8%
CN1c2cc(C(=O)NCc3ccccc3)ccc2C(=O)N2CCCC21 (stereo not drawn)	?
COc1cc(CNC(=O)c2cnc3c(c2)N(C(=O)CCc2ccccc2)CCC3)cc(OC)c1	-24%
CC(C)(C)OC(=O)N1CCC(c2c(C(=O)NC3CCCCC3)cnn2-c2cccc(Cl)c2)CC1	-8%
CCCCNC(=O)CCCN1C(=O)c2ccccc2Sc2ncccc21	-8%
CCOc1ccc(CNc2cc(C)nc3nc(-c4cccc(C)c4)nn23)cc1OC	?
COCc1cc(C[C@@H]2C[C@H](NC(=O)c3ccnc(Cl)c3)C2(C)C)no1	17%[86.2 µM]
Cc1ccc(S(=O)(=O)CC(=O)c2ccc(Cl)cc2)cc1	-18%
CCN(CC)C(=O)CCc1c(C)nn(-c2ccc(F)cc2)c1Oc1ccccc1C	-1%
COCCC1(NS(C)(=O)=O)CCN(S(=O)(=O)c2ccc3c(c2)OCCO3)CC1	32%[activator]
CCCc1nn(-c2cc(Cl)ccc2OC)c2c1C(=O)CC(C)(C)C2	-1%
COc1ccc(CCNC(=O)C2CC2)cc1	17%
Cc1ccc(OCc2nc(C3CCN(C(=O)c4ccn[nH]4)C3)no2)cc1 (stereo not drawn)	14%
CN(Cc1cccnc1)C(=O)CC1CCCN(c2cnn(C)c(=O)c2)C1 (stereo not drawn)	-11%
Cc1cc(C)cc(NC(=O)CC2C(=O)Nc3nc(-c4ccccc4)nn32)c1 (stereo not drawn)	10%
C=CCOC(=O)C1=C(C)N=C2SC=C(CC(=O)NCc3ccc(F)cc3)N2C1c1ccccc1C (stereo not drawn)	?
COC(=O)c1sc2ccccc2c1S(=O)(=O)Nc1cc(OC)c(OC)c(OC)c1	-11%
Cc1ccc(-c2nnc(CCC(=O)Nc3cccc(S(=O)(=O)NC4=NCCC4)c3)o2)cc1	12%
COc1ccc(CCNCc2ccccc2N2CCCC2)cc1	?
CC1C(c2ccc(F)cc2)=[N+]([O-])C(C)(c2ccc(Br)cc2)N1O (stereo not drawn)	-23%
Cc1ccccc1OCCN(C)C(=O)c1cc(=O)[nH]c2ccccc12	?
O=C([C@@H]1C[C@H](Oc2ccccc2)CN1C(=O)CCC1CCCC1)N1CCCC1	32%
O=C1CCCN1CCCN1C(=O)[C@H]2CN(Cc3cccc(Cl)c3F)C[C@H]2C1=O	18%
NC(=O)c1nc(CNC(=O)[C@H]2CCC[C@H](O)C2)no1	22%
COc1cccc(C(=O)NC2CCN(c3cc(C(F)(F)F)nc(C)n3)CC2)c1	22%
O=Cc1ccc(-c2ccc(Br)cc2Cl)o1	20%
O=C(O)C1CCc2nnc(C3CCCN(C(=O)c4ccc5c(c4)OC(F)(F)O5)C3)n21 (stereo not drawn)	19%[115 µM]
CN1CCN(c2ccc(CNC(=O)c3ccco3)cc2)CC1	7%
O=[N+]([O-])c1cc(S(=O)(=O)Nc2cccc(Cl)c2)ccc1N/N=C/c1ccccc1C(F)(F)F	-13%
CC1(/[N+]([O-])=C/c2ccco2)CCCCC1=O (stereo not drawn)	-24%
O=C(Cn1ccn2nc3c(c2c1=O)CCCC3)N1CCc2ccccc21	?
COc1ccc(CNC(=O)N2CCC(c3noc(-c4ccncc4)n3)C2)cc1 (stereo not drawn)	9%
N#C/C(=C\Nc1ccc(F)c(Cl)c1)S(=O)(=O)c1ccccn1	9%
COc1ccc(C2CC(=O)C=C(Nc3ccc(F)cc3F)C2)cc1 (stereo not drawn)	-6%
Nc1cccc2ccc(C(=O)O)nc12	?
O=C(c1cncnc1)N1C[C@@H](COCC2CC2)[C@H](c2ccccn2)C1	22%
Cc1cc(C(C)(C)C)cc(C)c1C(=O)O	7%
Cc1ccc(-c2nn(-c3ccccc3)cc2/C=C2\SC(=S)N(CC(=O)O)C2=O)cc1	-19%

Sorted by formula weight (rising): part of the list above.
SMILES	KDM5B inhibitor
Nc1cccc2ccc(C(=O)O)nc12	?
COc1ccc(CCNCc2ccccc2N2CCCC2)cc1	?
Cc1ccccc1OCCN(C)C(=O)c1cc(=O)[nH]c2ccccc12	?
COc1ccc(CNC(=O)N2CCC(c3noc(-c4ccncc4)n3)C2)cc1 (stereo not drawn)	9%
Cc1ccc(-c2nn(-c3ccccc3)cc2/C=C2\SC(=S)N(CC(=O)O)C2=O)cc1	-19%

Later entries.
SMILES	KDM5B inhibitor
COc1ccccc1CN1CCNc2cnc(Nc3ccccc3)cc2C1	?
Cc1[nH]c2ccc(F)cc2c1C=O	-12%
CC(NC(=O)CCNC(=O)c1ccc(F)cc1Cl)c1ccc(Cl)c(Cl)c1 (stereo not drawn)	13%
COCCCN1CC(=O)N2Cc3[nH]c4ccccc4c3C[C@H]2C1=O	15%
COc1cccc2cc(-c3nc(Cl)c4c5c(sc4n3)CC(C)CC5)c(=O)oc12 (stereo not drawn)	?
CC(C)CCn1nc(C(=O)OCC(=O)NC23CC4CC(CC(C4)C2)C3)c2ccccc2c1=O	6%
COc1cccc(NC(=O)[C@@H]2C[C@@H](c3ccc(F)cc3)N(Cc3ccccc3)C2)c1	-11%[86.2 µM]
COCC1CN(C2CCC2)CC12CCN(C(=O)CC1CCCC1)CC2 (stereo not drawn)	?
O=C(NCc1ccc2c(c1)OCO2)c1ccc(-c2ccc(N3CCSCC3)nc2)cc1	28µM*
Cc1ccc(OCc2ccccc2C(=O)O)cc1	14%
O=C(CC1CCCN(c2cn[nH]c(=O)c2)C1)N1CC=C(c2ccccc2)CC1 (stereo not drawn)	-18%
O=C(O)c1ccc(CS(=O)(=O)c2ccccc2)cc1	16%
CCOC(=O)C1=CN(CC(=O)Nc2ccc(C(F)(F)F)cc2)S(=O)(=O)N=C1C	-10%
Cc1ccc(NS(=O)(=O)c2cc(-c3cc(C)no3)ccc2C)c(Cl)c1	-13%
CC(=O)c1cc(-c2ccccc2)n(CC(=O)Nc2ccc(C)cc2C)c1C	-5%
CCCc1cc(=O)n2[nH]c(NCc3ccc(CC)cc3)nc2n1	?
O=C(NCCc1ccc(F)cc1)C1CN(c2ccc(F)cc2)C(=O)N1 (stereo not drawn)	?
CN(CC(=O)NC1CCCCNC1=O)Cc1ccc(Br)cc1 (stereo not drawn)	20%
NC(=O)c1ccc(NC(=O)CCC(=O)c2cccs2)cc1	-6%
CC(C)c1noc(CCn2ccnc2-c2cnc[nH]2)n1	?
C=CCn1c(CNS(=O)(=O)c2ccc(F)cc2)n[nH]c1=S	-9%
Cc1ccc(NC(=O)/C=C/c2cccs2)cc1	17%
CCn1c(CO)nnc1C1CC(NC(=O)Cc2csc(C(C)=O)c2)C1 (stereo not drawn)	-16%
C=CCNc1nc(N)c(C(=O)c2ccccc2)s1	-10%
CC(Oc1ccc(-n2cnnn2)cc1)C(=O)Nc1ccccc1Sc1ccccc1 (stereo not drawn)	-14%
Nc1c(C(=O)N/N=C/c2ccccc2)cnn1-c1ccccc1	35%
COc1ccc(-c2nc(C#N)c(NCCN(C)C)o2)cc1OC	?
COc1ccc(OC)c(NS(=O)(=O)c2ccc(N3CCCC3=O)cc2)c1	3%
NNc1cc(N2CCN(c3ccccc3)CC2)ncn1	17%
Clc1ccccc1Nc1nc(-c2ccncc2)nc2ccccc12	?
Cc1ccc(NC(=O)C(C#N)C(=O)CC(C)C)cc1 (stereo not drawn)	9%
Cc1cc(=O)oc2c(C)c(OC(C)C(=O)NCCc3ccc(S(N)(=O)=O)cc3)ccc12 (stereo not drawn)	?
COCCOC1CCOC2(CCN(S(=O)(=O)c3cccc(OC)c3)CC2)C1 (stereo not drawn)	12%
CCC1CCc2c(sc(NC(=O)C(C)C)c2C#N)C1 (stereo not drawn)	-25%
Clc1ccc(Oc2ccc3nnnn3n2)c(Br)c1	-16%
Cc1cc(C(=O)Cn2nc(C(=O)O)c3ccccc3c2=O)c(C)n1CCc1ccc(Cl)cc1	-4%
CN(Cc1csc(-c2ccccc2)n1)C(=O)c1ccc(-n2cnnn2)cc1	-17%
O=S(=O)(NC1CCCN(Cc2ccccc2F)C1)c1ccccc1 (stereo not drawn)	-2%
CC(=O)c1ccc(NC(=O)c2cnc(N3CCCC3)nc2C)cc1	?
CC(=O)Nc1ccc(CN2CC(N(C)c3ccccc3C)C2)cc1	-7%[86.2 µM]

Not a retest: 5 of the compounds above.
SMILES	KDM5B inhibitor
O=C(c1cccnc1)N1CCCC(Cc2nc(C3CCOCC3)no2)C1 (stereo not drawn)	1%
CC1=C(c2ccc(C(C)C)cc2)S(=O)(=O)N=C1N1CCC(C(=O)NCc2ccc(C)o2)CC1	-18%
CCNC(=O)N1CCCC1c1noc(CCC(=O)NC2CC2)n1 (stereo not drawn)	16%
CC(C)(C)CC(=O)N[C@H]1CO[C@H]2[C@@H]1OC[C@H]2OCC(N)=O	11%[86.2 µM]
CCc1nc(CC)n2ccn(Cc3ccc(OC)cc3)c(=O)c12	5%

The listing continues:
SMILES	KDM5B inhibitor
O=C(CN1CCN(c2ccc(Cl)cc2)CC1)c1ccccc1	?
COc1cc(F)ccc1NC(=O)Cc1nn(C)c(=O)c2ccccc12	15%
COc1ccc(CCNC(=O)CCCn2c(=O)c3ccccc3n(Cc3ccc(F)cc3Cl)c2=O)cc1OC	0%
O=C1NC2(CCN(Cc3ccc(F)cc3)C2)OCc2ccccc21 (stereo not drawn)	9%[86.2 µM]
CN(C)C[C@@H]1CN(S(C)(=O)=O)C[C@H]1NC(=O)c1cnco1	-32%
Cc1ccc(CNC(=O)C(=O)NCC(c2cccnc2)N2CCN(c3ccc(F)cc3)CC2)cc1 (stereo not drawn)	-7%
Cc1ccc(-c2nc(C(=O)N3CCN(Cc4ccc5c(c4)OCO5)CC3)no2)cc1	-22%
CN1c2cc(C(=O)NCc3cccc(Cl)c3)ccc2C(=O)N2CCCCC21 (stereo not drawn)	?
O=C(c1cccc(O)c1)N1CCNc2cnc(Nc3cccc(F)c3)nc2C1	?
COc1cc(=O)n2c(c1C(=O)Nc1cccc(Cl)c1F)CCCC2	-7%
CC(=O)c1cccc(NC(=O)CCCN2C(=O)COc3ccc(C)cc32)c1	?
O=C(C1CC1)N1CCC(Oc2cnc3c(ccn3-c3cncnc3)c2)CC1	-11%[86.2 µM]
O=C(c1ccccc1F)N1CCN(c2cc(-c3ccccc3)[nH]n2)CC1	-18%
O=C(Nc1cccc(Cl)c1)C1CCc2sc(C(=O)N3CCCC3)cc2C1 (stereo not drawn)	3%
CC(=O)c1ccc(NC(=O)NCCc2c[nH]c3ccccc23)cc1	8%&-19%
Clc1cc(Cn2nnc(-c3ccccc3)n2)cc2c1OCCCO2	13%
CCOc1ccccc1NC(=O)CSc1nnc2[nH]c(=O)cc(-c3ccccc3)n12	?
CCOc1ccc(-n2c(SCc3nc(-c4ccccc4C)no3)nnc2-c2ccccc2)cc1	12%
Cn1c(=O)c2c(nc(NCCCCO)n2Cc2ccccc2Cl)n(C)c1=O	i[11.5 µM]
Cc1ccc(S(=O)(=O)c2c(O)cc(C)c(NS(=O)(=O)c3ccc(Cl)cc3)c2C)cc1	-38%
